D2 potentiator – positively modulates the human D2 dopamine receptor allosterically; potentiation, % at 10 µM; P14416; 0.34% of 340,000 active; AID 485347; HEK293 T-REx D2, calcium flux, EC20 dopamine potentiation;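 active = potentiation over 3 SD above the plate norm, cut at about 30% in these data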; also: 0% is about no effect
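Potentiation of an EC20 dopamine calcium response measured kinetically over 180 s, after a preceding 180 s compound-only read flagging agonists. Cells: inducible Hek293 Trex D2 line, 4000/well, cultured overnight at 30 C before dye loading.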
TRHR enhancer – allosteric enhancers of human TRH receptor | P34981 | TRHR cells, fluo-8 calcium fluorescence, EC20 TRH enhancement | enhancement, % at 2 µM | AID 493056 | 0.66% of 360,000 active; in the data active = enhancement above about 30%; also: 0% is about no effect
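TRHR-expressing cells loaded with fluo-8 calcium dye were read kinetically (ex 480/em 530) during compound addition, then stimulated with an EC20 of TRH (10 nM final). Enhancement of the Gq-mediated intracellular calcium response was scored.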
D1 antag – antagonists of human D1 dopamine receptor; HEK293 TREx D1 cells, calcium flux, dopamine EC80; active compounds read low; activity change, negative = inhibition, % at 10 µM; 3.2% of 360,000 active; in the data active = activity change below about -30%; also: % is scaled to controls: 0 for no effect and ±100 for the full control effect
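Cells carrying a force-coupled, tetracycline-inducible human D1 receptor report calcium flux. Each well gets a 10 s baseline, compound with 180 s monitoring, then an EC80 dopamine stimulus with a second 180 s kinetic read.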
D2 ag – activates the human D2 dopamine receptor; HEK293 T-REx D2 cells, calcium flux agonist mode; activation, % at 2 µM; 0.53% of 340,000 active;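 active = activation over 3 SD above normal in the single-dose calcium agonist read, cut at about 30% in these data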; also: 0% is about no effect
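Agonism scored from kinetic calcium signal (1 read/sec, 180 s) following compound pin transfer, after a 10 s baseline. Cells: HEK293 Trex line expressing inducible D2 receptor coupled to calcium, dye-loaded after overnight culture at 30 C.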
D1 ag – human D1 receptor agonism; P21728; HEK293 T-REx D1 cells, calcium flux, agonist mode; activation, % at 2 µM; 1% of 360,000 active; AID 504660; also: 0% is about no effect
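Tetracycline-induced HEK293 TREx D1 cells, force-coupled to calcium signalling, were dye-loaded with a no-wash calcium kit. Compound was pin-added after a 10 s baseline. Fluorescence was read kinetically at 1 cycle/s for 180 s, with calcium rises flagged as agonism.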
TRHR agonist – agonists of human TRH receptor; AID 493084; activation, % at 2 µM; TRHR cells, calcium flux fluo-8, FDSS agonist mode; 0.18% of 360,000 active; P34981; also: 0% is about no effect
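Steps: seed TRHR cells overnight; add fluo-8 no-wash Ca dye, RT 30 min–1.5 h; record 10 s baseline; pin-transfer compounds; monitor fluorescence 1 cycle/s for the agonist window. Calcium increases flag candidate agonists.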
D2 antagonist – antagonists of human D2 dopamine receptor; inhibition, % at 10 µM; P14416; 2% of 340,000 active; HEK293 TREx D2 cells, calcium flux, dopamine EC80; in the data active = inhibition above about 30%; also: 0% is about no effect
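Measurement of antagonist activity uses fluorescent calcium dye in inducible HEK293 T-REx D2 cells: 10 s baseline, compound addition with 180 s read, EC80 dopamine addition with a further 180 s read.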
RXFP1 antagonist – antagonists of human relaxin receptor RXFP1. Q9HBX9. HEK293-RXFP1, relaxin-stimulated cAMP HTRF, 30 min; active compounds read low. activity change, negative = inhibition, % at 57.5 µM. 0.59% of 350,000 active. AID 1259400;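 active = activity change of -60% or lower, but not beyond a set lower limit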; also: % is scaled to controls: 0 for no effect and ±100 for the full control effect
Target sequence (Q9HBX9 whole entry, looked up): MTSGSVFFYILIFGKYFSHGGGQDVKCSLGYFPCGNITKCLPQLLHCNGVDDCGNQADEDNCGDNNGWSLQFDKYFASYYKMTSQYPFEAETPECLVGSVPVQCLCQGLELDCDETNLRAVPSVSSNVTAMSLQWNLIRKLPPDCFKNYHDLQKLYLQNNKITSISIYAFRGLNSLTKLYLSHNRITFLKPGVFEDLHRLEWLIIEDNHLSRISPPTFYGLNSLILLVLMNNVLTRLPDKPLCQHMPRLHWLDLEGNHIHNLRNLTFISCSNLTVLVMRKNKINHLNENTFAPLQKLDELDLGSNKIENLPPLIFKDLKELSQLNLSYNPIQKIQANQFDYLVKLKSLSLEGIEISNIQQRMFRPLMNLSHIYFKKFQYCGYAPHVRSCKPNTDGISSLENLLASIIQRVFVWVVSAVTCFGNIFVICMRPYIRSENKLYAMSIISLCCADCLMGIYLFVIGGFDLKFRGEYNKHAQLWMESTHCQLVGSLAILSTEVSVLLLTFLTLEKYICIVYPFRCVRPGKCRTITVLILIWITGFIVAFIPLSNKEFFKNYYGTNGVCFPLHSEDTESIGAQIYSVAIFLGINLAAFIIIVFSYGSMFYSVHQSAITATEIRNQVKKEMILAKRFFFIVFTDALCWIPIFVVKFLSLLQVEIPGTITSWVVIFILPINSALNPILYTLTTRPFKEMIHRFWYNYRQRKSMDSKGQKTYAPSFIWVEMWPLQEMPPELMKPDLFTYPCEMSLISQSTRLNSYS
D1 potentiator – enhances dopamine response at the human D1 receptor | P21728 | HEK293 TREx D1 cells, calcium flux, dopamine EC20 potentiation | potentiation, % at 10 µM | 0.036% of 360,000 active; in the data active = potentiation above about 30%; also: 0% is about no effect
Active calls of the source: *; · = no result given. Rule as the data show it, unless noted: active = activation above about 30%; inactive = the rest. Random draw from the library. About 7.1% of those tested had a hit in this group.

[1] COc1cccc(NC(=O)CN(C)C(=O)CCCc2nc3ccccc3s2)c1
[2] COc1ccccc1NC(=O)CCN1C(=O)/C(=C\c2cc(OC)c(OC)c(OC)c2)SC1=S
[3] C[C@H]1CN=C(N(C)C)N1CCCC1CCCC1
[4] CN(Cc1ccc2ccccc2c1)C(=O)c1ccc(C(F)(F)F)cc1
[5] CC[C@@H](C)[C@H](NC(=O)C1CCN(C(=O)[C@@H](NS(=O)(=O)c2ccc(C)cc2)C(C)C)CC1)C(=O)O
[6] N/C(Cc1cccc2ccccc12)=N\OC(=O)c1cccs1
compound no.,1,2,3,4,5,6
RXFP1 antagonist,-16,-5,·,-29,-4,·
D1 potentiator,-3,1,-3,-7,0,-4
D1 ag,1,6,0,0,5,3
D2 antagonist,-1,-6,-4,3,-1,-17
TRHR agonist,0.8,0.5,0.1,-0.4,0.1,0.0
D2 ag,-1.1,0.3,-0.2,-0.4,-0.5,8.7
D2 potentiator,2,0,-4,6,12,0
D1 antag,-7,14,7,23,5,-2
TRHR enhancer,-4,5,3,2,4,-2

[7] CN(C)S(=O)(=O)c1ccc(NC(=O)C2CC3C=CC2C3)cc1 (stereo not drawn)
[8] O=C(COC(=O)c1ccc(Cl)cc1[N+](=O)[O-])NC(=O)c1ccccc1
[9] CCc1ccc(C(=O)Nc2ccc(C)c(NS(C)(=O)=O)c2)cc1
[10] COc1ccccc1NC(=O)Nc1cc(NC(=O)Nc2ccccc2OC)c(C)nc1C
[11] COc1cc(NC(=O)COC(=O)CNC(=O)c2ccc(C)s2)cc(OC)c1
[12] O=C(Nc1ccc(Cl)cc1)c1cc(S(=O)(=O)N2CCOCC2)cs1
compound no.,7,8,9,10,11,12
RXFP1 antagonist,-3,4,3,13,3,-1
D1 potentiator,-2,1,0,-8,1,-9
D1 ag,1,4,1,1,5,6
D2 antagonist,15,·,-7,-1,-18,-7
TRHR agonist,0.0,0.6,-0.1,0.3,-1.1,-0.2
D2 ag,0.9,0.9,-0.9,-0.5,-0.4,0.0
D2 potentiator,-6,13,-27,-1,10,-10
D1 antag,-30*,-11,-3,-93*,-18,-28
TRHR enhancer,6,-3,-1,0,3,1

[13] CCc1ccc(NC(=O)CSc2nc3n[nH]c(C)c3c(=N)n2-c2ccccc2C)cc1
[14] COc1ccc(OC)c(C2=NOC(C(=O)NCC3CCCO3)C2)c1 (stereo not drawn)
[15] O=C(CCN1CCOCC1)Nc1cc(C(=O)Nc2ccccc2F)ccc1N1CC2CC(C1)c1cccc(=O)n1C2 (stereo not drawn)
[16] CCOC(=O)CC1C(=O)NCCN1C(=O)c1cc2c(=O)n3cccc(C)c3nc2s1 (stereo not drawn)
[17] CCS(=O)(=O)c1c(Nc2ccc(F)c(Cl)c2)sc(C(=O)c2ccccc2)c1N
[18] CC1(C)CC(=O)c2c(nc(SCC(=O)Nc3nsc(-c4ccccc4)n3)c(C#N)c2-c2ccccc2)C1
compound no.,13,14,15,16,17,18
RXFP1 antagonist,-19,-5,-1,12,-31,-4
D1 potentiator,-5,-4,5,·,-1,-2
D1 ag,3,3,2,1,1,9
D2 antagonist,·,0,·,2,·,19
TRHR agonist,0.0,0.0,0.2,-0.4,-0.2,2.4
D2 ag,·,-2.6,·,1.4,0.4,1.5
D2 potentiator,-4,-2,3,3,4,-6
D1 antag,-4,-13,-7,-1,-10,0
TRHR enhancer,-2,8,-4,3,15,1

Just D1 potentiator, D2 potentiator and TRHR enhancer, for some of the entries so far:
| No. | SMILES | D1 potentiator | D2 potentiator | TRHR enhancer |
| --- | --- | --- | --- | --- |
| 9 | CCc1ccc(C(=O)Nc2ccc(C)c(NS(C)(=O)=O)c2)cc1 | 0 | -27 | -1 |
| 10 | COc1ccccc1NC(=O)Nc1cc(NC(=O)Nc2ccccc2OC)c(C)nc1C | -8 | -1 | 0 |

Following part
[19] CCn1c(SCC(N)=O)nc2ccccc2c1=O
[20] CN(C)c1nc(OCCNC(=O)Nc2ccc(Cl)cc2)nc(N(C)C)n1
[21] CCN=C1SC(CC(=O)NCCc2ccc(OC)c(OC)c2)C(=O)N1CC (stereo not drawn)
[22] O=C(Nc1cccc2cccnc12)c1ccccc1
[23] OCCC#Cc1ccc(CN2CCN(Cc3ccccc3)C(CCO)C2)cc1 (stereo not drawn)
[24] COc1ccc(C(=O)c2cn(Cc3ccccc3F)c3ccc(F)cc3c2=O)cc1
compound no.,19,20,21,22,23,24
RXFP1 antagonist,-15,3,6,·,6,-14
D1 potentiator,1,-1,-4,3,-5,-1
D1 ag,4,4,1,1,2,5
D2 antagonist,37*,-3,-7,·,-1,·
TRHR agonist,-0.3,-1.2,-0.5,0.5,0.4,0.1
D2 ag,0.1,-1.6,0.0,·,-0.5,-1.3
D2 potentiator,3,9,-2,·,-13,-1
D1 antag,-16,-15,-14,1,14,7
TRHR enhancer,17,7,-3,-3,-5,-9

[25] C=CCc1cc(/C=C/c2nc(O)c([N+](=O)[O-])c(=O)[nH]2)cc(OC)c1O
[26] O=C(COC(=O)Cn1cnc2ccccc2c1=O)NCCC1=CCCCC1
[27] Cn1cc([N+](=O)[O-])c(C(=O)NCc2cc3ccccc3[nH]2)n1
[28] CCCCCOC(=O)C(C)c1c(C)[nH]c(=S)[nH]c1=O (stereo not drawn)
[29] COc1ccc(CN2C(=NC(=O)CCC3CCCC3)SC3CS(=O)(=O)CC32)cc1 (stereo not drawn)
[30] NC(=O)NC(=O)CN1C(=O)NC(c2ccccc2)(c2ccccc2)C1=O
compound no.,25,26,27,28,29,30
RXFP1 antagonist,-16,11,10,-10,2,-9
D1 potentiator,-2,9,-5,-7,0,-6
D1 ag,12,4,0,0,4,3
D2 antagonist,5,8,-10,3,-1,1
TRHR agonist,0.2,-0.6,0.4,-0.1,0.4,0.5
D2 ag,2.5,3.7,0.7,-0.6,0.0,-0.9
D2 potentiator,3,16,-13,-4,-3,10
D1 antag,-4,11,2,-3,4,6
TRHR enhancer,3,-12,0,4,-2,-9

[31] O=C1CN=CN=CN1c1ccc(Cl)cc1Cl
[32] COc1ccc(C2/C=C\CN(CC(C)(C)C)CC(=O)N2Cc2ccc(F)cc2)cc1 (stereo not drawn)
[33] O=C(Cn1cc2c(n1)CCCCC2)N1CCCCC1
[34] COc1cc(NC(=S)NCc2cccs2)cc(OC)c1
[35] O=C1c2ccccc2C(=O)N1Cc1ccccc1F
[36] CC1CCC(NC(=O)COC(=O)c2n[nH]c(=O)c3ccccc23)CC1 (stereo not drawn)
compound no.,31,32,33,34,35,36
RXFP1 antagonist,-3,·,-6,-11,-3,-10
D1 potentiator,-1,2,3,1,-3,-11
D1 ag,0,1,2,5,3,2
D2 antagonist,-5,2,-12,-24,-3,-6
TRHR agonist,0.2,-0.2,0.2,0.0,-0.1,0.0
D2 ag,0.7,0.1,1.9,-0.6,-1.0,-0.2
D2 potentiator,11,-1,-5,-5,-3,6
D1 antag,15,23,-3,-11,-13,-7
TRHR enhancer,7,-2,0,-2,-7,4

In a second layout: entries from further up.
[33] O=C(Cn1cc2c(n1)CCCCC2)N1CCCCC1
  RXFP1 antagonist = -6
  D1 potentiator = 3
  D1 ag = 2
  D2 antagonist = -12
  TRHR agonist = 0.2
  D2 ag = 1.9
  D2 potentiator = -5
  D1 antag = -3
  TRHR enhancer = 0

[34] COc1cc(NC(=S)NCc2cccs2)cc(OC)c1
  RXFP1 antagonist = -11
  D1 potentiator = 1
  D1 ag = 5
  D2 antagonist = -24
  TRHR agonist = 0.0
  D2 ag = -0.6
  D2 potentiator = -5
  D1 antag = -11
  TRHR enhancer = -2

[35] O=C1c2ccccc2C(=O)N1Cc1ccccc1F
  RXFP1 antagonist = -3
  D1 potentiator = -3
  D1 ag = 3
  D2 antagonist = -3
  TRHR agonist = -0.1
  D2 ag = -1.0
  D2 potentiator = -3
  D1 antag = -13
  TRHR enhancer = -7

[36] CC1CCC(NC(=O)COC(=O)c2n[nH]c(=O)c3ccccc23)CC1 (stereo not drawn)
  RXFP1 antagonist = -10
  D1 potentiator = -11
  D1 ag = 2
  D2 antagonist = -6
  TRHR agonist = 0.0
  D2 ag = -0.2
  D2 potentiator = 6
  D1 antag = -7
  TRHR enhancer = 4

More records:
[37] O=C(Nc1ccccc1Cl)c1cc2ccccc2o/c1=N\O
[38] O=[N+]([O-])c1ccc(O)c(P(=O)(c2ccccc2)c2ccccc2)c1
[39] CCOC(=O)C1C(=O)NCC2CCCC21 (stereo not drawn)
[40] O=C(Cn1nc(N2CCN(c3ccccc3)CC2)ccc1=O)NCc1cccc(Cl)c1
[41] COc1ccc(CNC(=O)C2CCN(C(=O)Cc3ccccc3)CC2)cc1
[42] O=C(NCC1OCCc2ccccc21)c1ccc(NC(=O)c2cccc(Br)c2)cc1 (stereo not drawn)
compound no.,37,38,39,40,41,42
RXFP1 antagonist,-27,-2,6,-26,-18,·
D1 potentiator,1,-3,1,-4,9,-2
D1 ag,6,1,0,3,-3,4
D2 antagonist,0,·,4,·,-12,26
TRHR agonist,0.2,-1.2,0.5,-0.4,0.1,0.5
D2 ag,0.8,·,0.0,-0.1,0.0,0.1
D2 potentiator,-2,·,1,1,0,7
D1 antag,19,-7,11,23,-6,0
TRHR enhancer,0,-1,1,5,-1,3

[43] CCCn1c(=O)c2ccccc2n2c(=S)[nH]nc12
[44] COc1ccc(NC(=O)C2CCC(CNS(=O)(=O)c3ccc(Br)s3)CC2)cc1OC (stereo not drawn)
[45] CCN(CC)S(=O)(=O)c1cccc(NC(=O)CN2C(=O)c3ccc([N+](=O)[O-])cc3C2=O)c1
[46] O=c1c(C(c2ccc(Cl)cc2)c2c(O)nc3n(c2=O)CCCS3)c(O)nc2n1CCCS2
[47] O=C(CCC1CCCN(c2ncccn2)C1)N1CCN(c2ccccn2)CC1 (stereo not drawn)
compound no.,43,44,45,46,47
RXFP1 antagonist,-4,-4,4,11,-10
D1 potentiator,0,-3,-9,-5,0
D1 ag,1,-1,0,2,0
D2 antagonist,0,·,5,·,-8
TRHR agonist,0.5,-0.1,-0.5,0.4,0.0
D2 ag,1.6,-3.3,-0.4,·,-0.1
D2 potentiator,1,-1,5,·,10
D1 antag,-10,-3,-16,-14,5
TRHR enhancer,7,1,1,3,0
